Pf Dd2 growth: qHTS Primary assay for Inhibitors of Plasmodium falciparum Dd2 growth in vitro; P. falciparum Dd2 growth, SYBR Green, 72 h; Potency, µM (titrated, usually from 28.9 µM), inactives show top-dose activity, negative = inhibition, hits mostly inhibitors; 4.3% of 120,000 active; active = well fitted inhibition curve with a large enough effect; inconclusive = small, poorly fitted or top-dose-only effect; inactive = no such curve, though single readings can be large or run the other way;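 note: plate controls were DMSO vehicle for no effect and reference drug for full effect; nearly all actives have a fitted effect of over 65% in size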
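Infected erythrocytes (Dd2, 0.3% parasitemia, 2.5% hematocrit final) are added to compound in RPMI-1640/Albumax II medium, grown 72 h at 37C in low oxygen, then lysed with saponin/Triton-X containing SYBR Green and read by fluorescence.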
The depositor's hits bear a star; i = inactive; ? = inconclusive; [ ] = remark or other dose. Potency is the fitted concentration of half-maximal effect. This is a subset; count on the stated rates, not on these rows.

SMILES	Pf Dd2 growth
COc1cncc(-c2cccc(COc3ccc4c(cnn4CC[S+](C)(=O)[O-])c3)c2)c1	?
CC[C@H]1CN(C(=O)Nc2cccc(C(F)(F)F)c2)CC[C@H]1CC(=O)N(CC)C(=O)NCCCN(C)C	i
O=C(C1CC1)N1CC(F)(F)C[C@H]1c1nc(-c2ncccn2)no1	15%
CCCN1C(CC(C)C)=NS(=O)(=O)c2cc(NC(=O)c3cccs3)ccc21	0.11µM*
CC1(c2ccccc2)CCCN(Cc2nnc(-c3cccnc3)o2)C1 (stereo not drawn)	i
Cc1c(-c2ccc(Cl)cc2)c(=O)oc2c(CN3CCCC3)c(O)ccc12	?
CCNC(=O)c1c(NC(=O)c2nc(S(=O)(=O)CC)ncc2Cl)sc2c1CCCC2	-13%
COc1ccc(C(=O)N2CCCn3cncc3C2)c(OC)c1OC	7%
O=C(Cn1cccc1-c1nc(-c2ccc3c(c2)OCO3)no1)NCc1ccc(Cl)cc1	5%
O=C(c1cccs1)N1CCCC(n2cc(-c3nc(-c4ccccc4)no3)nn2)C1 (stereo not drawn)	-3%
CCN1CCc2nc3sc(C(=O)c4ccccc4)c(N)c3cc2C1	?
CN(C)c1ccc(C(=O)Nc2sc(Nc3ccccc3)nc2C(N)=O)cc1	-29%
Cc1ccc(-c2noc([C@@H]3CCCN3C(=O)c3cc(F)ccc3Cl)n2)cc1	?
NCCC(=O)N1Cc2ccccc2CC2(CCCCN2CC2CCNCC2)C1 (stereo not drawn)	18%
Cc1ccsc1-c1[nH]nc2ncc(-c3cccnc3)nc12	i
COc1cc(C2Nc3ccccc3-c3cc(C)nn32)ccc1O (stereo not drawn)	1%
Cn1nccc1C(=O)N1CCCCCNC(=O)[C@@H]2CCC[C@@H]21	-4%
CC1(C)N=C(SCc2ccc(Cl)cc2)c2ccccc2N1	-18%
O=C1OCC2(CCN(Cc3ccc4cn[nH]c4c3)C2)N1Cc1ccccn1 (stereo not drawn)	-19%[44.1 µM]
CCC1Oc2ccc(NC(=O)Cc3ccc(OC)cc3)cc2CN(Cc2ccc3c(c2)OCO3)C1=O (stereo not drawn)	-12%
Cc1ccc2oc(-c3cc(NC(=O)c4ccco4)ccc3Cl)nc2c1	21%
CN(CC1(CO)CCC1)C(=O)c1cc(COc2ccccc2F)[nH]n1	-22%
NC(=O)[C@@H]1C[C@H](Oc2cccnc2)CN1S(=O)(=O)c1ccc2c(c1)OCCO2	8%
COc1ccc(NC(=O)C(NS(=O)(=O)c2ccc3c(c2)CCCC(=O)N3)C(C)C)c(OC)c1 (stereo not drawn)	3%
CN(C)[C@@H]1C[C@@H](CO)N(C(=O)c2csc3nc(-c4ccccc4Cl)cn23)C1	?
Cc1ccc([C@H]2C[C@@H](O)[C@@H](O)[C@@H]2NCC(C)(C)O)cc1	i
Cc1ccc(-n2nc(C)c3nc(CCC(=O)Nc4cccc(C)c4C)c(=O)n(C)c32)cc1	1%
COc1ccc(-c2cc([C@H]3CN4CC[C@H]3C[C@@H]4COC(=O)NC3CCCCC3)nc(C)n2)cc1	i
CCc1ccc(NCc2cc3ccc(OC)cc3n(CC(=O)Nc3c(C)cc(C)cc3C)c2=O)cc1	16%
COc1ccc(C(=O)N[C@@H]2CN(Cc3cccnc3)C[C@H]2CN(C)C)cc1F	25%
CCOC(=O)c1c(SCC(=O)Nc2nc3ccc(C)cc3s2)nc(=O)[nH]c1C	-2%
COCCCNC(=O)c1ccc(Cn2c(=O)c3ccccc3n(Cc3ccccc3C)c2=O)cc1	?
Oc1ccccc1CN1C[C@H](O)C[C@H]1c1nc(-c2ccc(F)cc2)no1	?
Cc1ccc(-c2[nH]ncc2CN2CCc3nc(N4CCN(C)CC4)[nH]c(=O)c3CC2)cc1	i[5.79 µM]
COCC1(c2n[nH]c(C3CCOCC3)n2)CCC1	-6%
O=c1n(-c2ccc(C(F)(F)F)cc2)nc2n1CCN(CC1CC1)C2	?
COc1ccc(N(C(=O)c2ccccc2C)S(=O)(=O)c2ccc3c(c2)n(C)c(=O)n3C)cc1	-1%
CCCN(C)C(=O)c1onc(-c2ccc(OC)cc2)c1[C@H](C)O	-14%[44.1 µM]
CC(C)[C@H]1CN(C2CCOCC2)C[C@@H]1NC(=O)CCc1nncn1C	-4%
O=C(c1ccccc1)N1CCN(CCc2ccccn2)CC1	26%
C[C@H]1[C@@H]2[C@@H](O)C([C@H](C)C(=O)NC3CCCCC3)CC[C@@]2(C)CC[C@@H]1NC(=O)Cc1ccccc1 (stereo partly drawn)	i
CCC1(C)CC(=O)c2c(ccc3oc(C(=O)Nc4ccc(C(C)=O)cc4)c(C)c23)O1 (stereo not drawn)	?
CC1CCN(C(=O)CSc2nnc(-c3ccccc3)o2)CC1	?
OCCc1cc(CC2(NCc3ccc(C(F)(F)F)cc3)COC2)no1	-1%[44.1 µM]
CCCNC(=O)CCC1CCN(S(=O)(=O)c2ccccc2)CC1	-8%
CN1CCN(C(CNC(=O)c2c(F)cccc2F)c2ccc3c(c2)OCO3)CC1 (stereo not drawn)	5%
CCCc1nn2c(=O)cc(COC(=O)c3cccc(NC(=O)COc4ccc(F)cc4)c3)nc2s1	i
COc1cccc(CC(=O)Nc2c(C(=O)N3CCN(c4ccccc4F)CC3)oc3ccccc23)c1	?
Cc1csc(NC(=O)c2nc3c(o2)CCN(CC2CCCC2)CC3)n1	i
Cc1ccc(CN2CCC(CNc3ccncn3)CC2)o1	-16%
COc1ccc(-c2cc(-c3cccc(CO)c3)cn3cncc23)cn1	4µM*
COCC1(C(=O)N2CCN(c3cc(C4CC4)ncn3)CC(O)C2)CC1 (stereo not drawn)	8%
CNc1nccc(N2CCC(CC(=O)O)CC2)n1	1%
O=C(Nc1ccc([C@@H](O)[C@H]2COCC(=O)N2CC2CC2)cc1)C1CCCC1	?
O=C1CCC(C(=O)N2CCc3c(n(CCOc4ccccc4)n(-c4ccccc4)c3=O)C2)N1 (stereo not drawn)	2%
CCc1n[nH]c(CC2CCN(C(=O)C3CCC3)CC2)n1	8%
CCOC(=O)c1ccccc1NC(=O)N1CCc2c(sc(C)c2CC)C1c1ccccc1 (stereo not drawn)	?
CN(C(=O)C(C)(C)C)C1CCCc2ccccc21 (stereo not drawn)	?
COC(=O)c1ccc(CSc2nc3c([nH]c4ccccc43)c(=O)n2-c2ccc(F)cc2)o1	-20%
O=C(NCc1ccc(Cl)cc1)c1ccc2c(c1)NC(=O)C(CS(=O)(=O)Cc1ccc(F)cc1Cl)N2 (stereo not drawn)	34%[activator][0.594 µM]

As a short view, part of the list above.
SMILES	Pf Dd2 growth
C[C@H]1[C@@H]2[C@@H](O)C([C@H](C)C(=O)NC3CCCCC3)CC[C@@]2(C)CC[C@@H]1NC(=O)Cc1ccccc1 (stereo partly drawn)	i
CCC1(C)CC(=O)c2c(ccc3oc(C(=O)Nc4ccc(C(C)=O)cc4)c(C)c23)O1 (stereo not drawn)	?
CC1CCN(C(=O)CSc2nnc(-c3ccccc3)o2)CC1	?
OCCc1cc(CC2(NCc3ccc(C(F)(F)F)cc3)COC2)no1	-1%[44.1 µM]
CCCNC(=O)CCC1CCN(S(=O)(=O)c2ccccc2)CC1	-8%

Additional entries follow.
SMILES	Pf Dd2 growth
CNCc1cn(C[C@H]2CC3CCN2C[C@@H]3C(=O)N(C)C)nn1 (stereo partly drawn)	50%[activator][44.1 µM]
Cc1ccccc1CNC(=O)C1c2ccccc2CC(=O)N1C(C)C (stereo not drawn)	i
COc1ccc(Cn2ccn3nc4c(c3c2=O)CCCC4)cc1F	-26%
O=C(c1ccoc1)N1CC(F)(F)C[C@H]1c1nc(-c2ncccn2)no1	5%
Cc1nccn1CCCN1CCC2(CC1)C(C(=O)O)CC(=O)N2C (stereo not drawn)	-5%
COc1ccccc1CNC(=O)c1ccc2c(c1)N(Cc1c(F)cccc1Cl)C(=O)CS2	-20%
Cc1ccc(N2CCC(NC(=O)c3ccc(N(C)C)cc3)C2=O)cc1C (stereo not drawn)	-10%
CCCOc1ccc(C(=O)N(Cc2cccs2)C2CCS(=O)(=O)C2)cc1 (stereo not drawn)	5%
O=C1c2cnc(-c3cncnc3)nc2OCCN1c1cccc(C(F)(F)F)c1	i
COc1ccc(Cl)cc1C(=O)N1C[C@@H](CN2CCCCCC2)[C@@H](CO)C1	-14%
O=C(Nc1cccc(C(F)(F)F)c1)N1C[C@@H](F)[C@@H](OCc2nc3ccccc3[nH]2)C1	?
CCc1ccccc1NC(=O)c1nnn(Cc2ccc(Cl)cc2)c1N	?
COc1ccc(OC)c([S+](=O)([O-])c2nnn3c2nc(NCc2ccncc2)c2ccccc23)c1	-13%
CCN(CC)S(=O)(=O)c1ccc2oc(C(=O)Nc3cc(C)ccc3OC)c(C)c2c1	37%[activator]
COCc1nc(C2CCCN(C(=O)C3CC3)C2)no1 (stereo not drawn)	52%[activator]
C[C@H]1[C@@H]2[C@@H](O)C([C@H](C)C(=O)NCc3cc(F)cc(F)c3)CC[C@@]2(C)CC[C@@H]1NC(=O)c1ccccn1 (stereo partly drawn)	i
O=[S+]([O-])(Nc1cccnc1)c1ccc2c(c1)OCCN(Cc1ccncc1F)C2	i
Cc1ccc(OCC(=O)Nc2ccc3nc(SCC(=O)N4CCc5ccccc54)sc3c2)cc1	-13%
COc1ccc(-n2ncc(C(=O)NCCCN3CCCCC3)c2C2CCN(C(=O)OC(C)(C)C)CC2)cc1	?
O=C(O)c1ccc(CN2CC[C@@H](c3ccc4c(c3)OCO4)[C@H](O)C2)cc1	-13%
CCN(CC)c1nn2c(=O)c(C(=O)NCCc3ccc(C)cc3)cnc2s1	i
CN1C(=O)c2cccn2CC1CNC(=O)CCc1nc(-c2ccccc2)no1 (stereo not drawn)	-16%
O=C(NCc1cc2n(n1)CCCNC2)c1ccc(Cn2cnnn2)cc1	-9%
CCC(=O)NCc1nc2ccccc2n1Cc1ccccc1	11%
CN(C)Cc1nnc(C2CC(NC(=O)c3cc(-c4cccn4C)n[nH]3)C2)n1C (stereo not drawn)	-3%
Clc1ccc(-c2cc3c(cn2)CN(Cc2ccncc2)CCN3)cc1	i
O=C(c1ccccc1)N1CCn2c(nn(-c3ccc(F)cc3F)c2=O)C1	5%
O=c1[nH]ccn1C1CCN(Cc2ccc(OC(F)(F)F)cc2)CC1	-22%[44.1 µM]
COCCOC1CCOC2(CCN(C(=O)COc3ccc(F)cc3)CC2)C1 (stereo not drawn)	?
COc1ccc(NC(=O)C2CCN(C(=O)N3CCOc4ccccc43)CC2)cc1	-25%
O=C(Cc1ccccc1)N1CCC(Cc2nc(-c3cccnc3)n[nH]2)C1 (stereo not drawn)	i
CN(Cc1ccccc1)Cc1cc(C[C@@H]2CC[C@H](O)[C@@H](CN)O2)no1	i
Cc1ccc(-n2nc(CO)c(C(=O)NCc3ccccn3)n2)cc1C	5%
CCOC(=O)CCNC(=O)N1CCCN(S(C)(=O)=O)C(c2ccccc2)CC(=O)NCC1 (stereo not drawn)	-7%
Cc1nc(C2(C)CCN(C(=O)c3ccc(Cc4c(C)noc4C)o3)CC2)no1	?
COc1cc(-c2onc(C)c2C(=O)NCCc2cccs2)cc(OC)c1OC	-8%
CN1C[C@H](O)C[C@H]1c1nnc2n1CCN(C(=O)c1ccoc1)CC2	20%
COc1ccc(C(=O)Nc2cc(C)c(O)c(-c3nc4ccccc4s3)c2)cc1OC	31%[activator]
COc1cccc(-c2cn3c(n2)N(C(=O)Cc2cccs2)CCC3)c1	?
COc1cc(CNCc2cnn(C)c2C)ccc1OCC(O)CN1CCSCC1 (stereo not drawn)	-12%

The closing 7 records of the part before come first, to join the parts:
SMILES	Pf Dd2 growth
CCOC(=O)CCNC(=O)N1CCCN(S(C)(=O)=O)C(c2ccccc2)CC(=O)NCC1 (stereo not drawn)	-7%
Cc1nc(C2(C)CCN(C(=O)c3ccc(Cc4c(C)noc4C)o3)CC2)no1	?
COc1cc(-c2onc(C)c2C(=O)NCCc2cccs2)cc(OC)c1OC	-8%
CN1C[C@H](O)C[C@H]1c1nnc2n1CCN(C(=O)c1ccoc1)CC2	20%
COc1ccc(C(=O)Nc2cc(C)c(O)c(-c3nc4ccccc4s3)c2)cc1OC	31%[activator]
COc1cccc(-c2cn3c(n2)N(C(=O)Cc2cccs2)CCC3)c1	?
COc1cc(CNCc2cnn(C)c2C)ccc1OCC(O)CN1CCSCC1 (stereo not drawn)	-12%
COc1ccc(C(=O)N(C)C2CCc3ccccc32)cc1 (stereo not drawn)	i
Cc1cc(=O)n(CC(=O)Nc2cccc(Cl)c2C)c(N2CCc3ccccc3C2)n1	7%
O[C@H]1CC[C@@H](Cc2cc(COc3ccccc3)on2)O[C@@H]1CNC1CCNCC1	18%
Cc1ccc(NC(=O)C2CCCN2S(=O)(=O)c2ccc3c(c2)n(C)c(=O)c(=O)n3C)cc1 (stereo not drawn)	?
COc1ccc2c(c1)-c1nc(NC(=O)c3cc(OC)c(OC)c(OC)c3)sc1CC2	5µM*
Cc1ccc(CNC(=O)N2CCC(Cc3noc(C4CCOCC4)n3)C2)cc1 (stereo not drawn)	?
O=C(COc1ccccc1)N1CCC(Oc2ncccc2C(=O)N2CCCCC2)C1 (stereo not drawn)	i
Cc1c(Cl)cccc1NC(=O)c1ccc(NC(=O)N2CCSc3ncccc32)cc1	?
COc1ccccc1C(=O)N1CCC(Oc2ccc(C(N)=O)cn2)CC1	-42%
Cc1nc(-c2ccc(S(=O)(=O)Nc3ccc(Cl)c(C(F)(F)F)c3)cc2)co1	39%[activator]
COc1cccc(CN2Cc3c(CNc4cccc(C(F)(F)F)c4)nnn3CCC2=O)c1	i

Assay outcomes (PubChem)
